Compound activity: PubChem BioAssay, National Center for Advancing Translational Sciences (NCATS)
ALOX12 inh: ALOX12 (human) lipoxygenase inhibition; Potency, µM (highest dose often 108 µM), without a hit: at the top dose activity change, negative = inhibition, usual class: inhibitors; 580,000 compounds, 1.1% hits; purified 12hLO, xylenol orange hydroperoxide absorbance
Target sequence (P18054 whole entry, looked up): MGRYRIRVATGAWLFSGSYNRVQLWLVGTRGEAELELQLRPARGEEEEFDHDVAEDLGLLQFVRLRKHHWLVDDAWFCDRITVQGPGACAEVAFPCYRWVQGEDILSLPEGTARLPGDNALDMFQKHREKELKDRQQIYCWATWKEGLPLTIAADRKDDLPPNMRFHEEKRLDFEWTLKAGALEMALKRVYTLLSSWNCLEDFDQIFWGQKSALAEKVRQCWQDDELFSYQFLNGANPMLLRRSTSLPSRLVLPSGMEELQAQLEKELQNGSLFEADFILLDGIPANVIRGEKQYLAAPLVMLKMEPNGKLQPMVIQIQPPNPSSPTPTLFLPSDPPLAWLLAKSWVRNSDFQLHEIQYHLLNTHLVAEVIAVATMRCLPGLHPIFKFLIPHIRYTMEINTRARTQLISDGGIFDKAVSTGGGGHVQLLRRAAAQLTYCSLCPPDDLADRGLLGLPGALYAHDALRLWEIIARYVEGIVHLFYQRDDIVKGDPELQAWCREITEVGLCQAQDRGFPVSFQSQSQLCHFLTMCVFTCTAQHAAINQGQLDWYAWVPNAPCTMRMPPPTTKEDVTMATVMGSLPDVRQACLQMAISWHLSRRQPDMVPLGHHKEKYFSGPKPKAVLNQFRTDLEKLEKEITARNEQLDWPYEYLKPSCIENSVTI
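Hydroperoxide product was detected by ferrous iron/xylenol orange as the 573 to 405 nm absorbance ratio. Arachidonic acid at 40 uM (final) was turned over for 30 min at room temperature by 150 nM human 12hLO, pH 7.0 Hepes buffer, after 15 min compound preincubation.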
rTrxR1 inhibitor: blocks rat thioredoxin reductase 1 | O89049 | recombinant rTrxR1, NADPH fluorescence consumption, selenite substrate | Potency, µM (series often up to 114 µM), for inactives: top-dose activity change, negative = inhibition, actives largely listed as inhibitors | 390,000 compounds, 1% hits | AID 588453; note: nearly all actives have a fitted effect of over 65% in size
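Rat TrxR1 (90 nM in the dispensed reagent) was pre-reduced with 400 uM NADPH for 5 min at room temperature, then incubated with compound for 15 min. After 400 uM selenite was added, NADPH fluorescence (Ex 340/Em 450 nm) was followed for 8 min.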
* hit, by the source's call; ? = inconclusive; · = no result given; [ ] = another dose, or the depositor's remark. Calls come from the whole dose curve; as a rule, active = well fitted curve in the direction sought with a large enough effect; inconclusive = small, poorly fitted or top-dose-only effect, or another doubt; inactive = no such curve, though single readings can be large; an effect the other way counts as inactive or inconclusive. % is set by controls: 0 for no effect and ±100 for the full control effect; potency is the fitted concentration of half-maximal effect. An excerpt; count on the stated rates, not on these rows.

The first 20 compounds (preview)
smiles | ALOX12 inh | rTrxR1 inhibitor
C[C@H]1c2cccc(O)c2C(O)=C2C(=O)[C@]3(O)C(O)=C(C(N)=O)C(=O)C(N(C)C)[C@@H]3[C@@H](O)C21 (stereo partly specified) | · | ?
O=C(CS(=O)Cc1ccco1)NCC=CCOc1cc(CN2CCCCC2)ccn1 (stereo unspecified) | ? | ·
Cc1ccc2[nH]cc(CCNC(=O)CCc3ccccc3)c2c1 | -20% | ·
O=C(Nc1cc2cc[nH]c2cn1)c1ccccc1 | -7%[57.4 µM] | ·
O=C(O)c1ccc[n+]([O-])c1 | -7%[22.9 µM] | ·
Cc1oc(=O)oc1CN1CCN(c2cc3c(cc2F)c(=O)c(C(=O)O)c2n3C(C)S2)CC1 (stereo unspecified) | -19%[57.4 µM] | ·
CC(C)Nc1cc(C(F)(F)F)cc2nc(NC(=O)c3cccnc3)nn12 | -17%[57.4 µM] | ·
Cc1nc(-c2ccc(Cl)cc2)oc1COC(C)(C)C(=O)O | -12%[22.9 µM] | ·
Cc1cc(Nc2cc(N3CCN(C)CC3)nc(C=Cc3ccccc3)n2)n[nH]1 | -17% | ·
C[C@@H](Oc1cc(-n2cnc3ccc(CN4CCN(C)CC4)cc32)sc1C(N)=O)c1ccccc1C(F)(F)F | -15%[57.4 µM] | ·
CCn1cc(-c2ccnc3[nH]c(-c4cccc(CN(C)C)c4)cc23)c(-c2ccc(NC(=O)N(C)C)cc2)n1 | -14%[57.4 µM] | ·
O=C(Nc1ccc(OC(F)(F)F)cc1)c1sccc1NCc1ccnc2ccccc12 | ? | ·
COCC(=O)NCC=Cc1ccc2ncnc(Nc3ccc(Oc4ccc(C)nc4)c(C)c3)c2c1 | -9%[57.4 µM] | ·
Cc1nc(N)sc1-c1ccnc(Nc2ccc(N3CCOCC3)cc2)n1 | ? | ·
CNC(=O)CN1CCC(Oc2cc3c(Nc4cccc(Cl)c4F)ncnc3cc2OC)CC1 | 0%[57.4 µM] | ·
Cc1ccc(F)c(NC(=O)Nc2ccc(-c3cccc4[nH]nc(N)c34)cc2)c1 | -20%[57.4 µM] | ·
Cc1cn([C@@H]2O[C@H](CO)[C@@H](O)[C@H]2F)c(=O)[nH]c1=O | -19%[57.4 µM] | ·
O=C(O)CNC(=O)c1ccccc1I | -12%[22.9 µM] | ·
COc1ccc(C=CC(=O)Nc2ccccc2C(=O)O)cc1OC | -2%[57.4 µM] | ·
CC(C)C[C@@H](C(=O)N[C@H](C(=O)OC1CCCC1)c1ccccc1)[C@H](O)C(=O)NO | -48%[57.4 µM] | ·

This part in full, from the first entry:
smiles | ALOX12 inh | rTrxR1 inhibitor
C[C@H]1c2cccc(O)c2C(O)=C2C(=O)[C@]3(O)C(O)=C(C(N)=O)C(=O)C(N(C)C)[C@@H]3[C@@H](O)C21 (stereo partly specified) | · | ?
O=C(CS(=O)Cc1ccco1)NCC=CCOc1cc(CN2CCCCC2)ccn1 (stereo unspecified) | ? | ·
Cc1ccc2[nH]cc(CCNC(=O)CCc3ccccc3)c2c1 | -20% | ·
O=C(Nc1cc2cc[nH]c2cn1)c1ccccc1 | -7%[57.4 µM] | ·
O=C(O)c1ccc[n+]([O-])c1 | -7%[22.9 µM] | ·
Cc1oc(=O)oc1CN1CCN(c2cc3c(cc2F)c(=O)c(C(=O)O)c2n3C(C)S2)CC1 (stereo unspecified) | -19%[57.4 µM] | ·
CC(C)Nc1cc(C(F)(F)F)cc2nc(NC(=O)c3cccnc3)nn12 | -17%[57.4 µM] | ·
Cc1nc(-c2ccc(Cl)cc2)oc1COC(C)(C)C(=O)O | -12%[22.9 µM] | ·
Cc1cc(Nc2cc(N3CCN(C)CC3)nc(C=Cc3ccccc3)n2)n[nH]1 | -17% | ·
C[C@@H](Oc1cc(-n2cnc3ccc(CN4CCN(C)CC4)cc32)sc1C(N)=O)c1ccccc1C(F)(F)F | -15%[57.4 µM] | ·
CCn1cc(-c2ccnc3[nH]c(-c4cccc(CN(C)C)c4)cc23)c(-c2ccc(NC(=O)N(C)C)cc2)n1 | -14%[57.4 µM] | ·
O=C(Nc1ccc(OC(F)(F)F)cc1)c1sccc1NCc1ccnc2ccccc12 | ? | ·
COCC(=O)NCC=Cc1ccc2ncnc(Nc3ccc(Oc4ccc(C)nc4)c(C)c3)c2c1 | -9%[57.4 µM] | ·
Cc1nc(N)sc1-c1ccnc(Nc2ccc(N3CCOCC3)cc2)n1 | ? | ·
CNC(=O)CN1CCC(Oc2cc3c(Nc4cccc(Cl)c4F)ncnc3cc2OC)CC1 | 0%[57.4 µM] | ·
Cc1ccc(F)c(NC(=O)Nc2ccc(-c3cccc4[nH]nc(N)c34)cc2)c1 | -20%[57.4 µM] | ·
Cc1cn([C@@H]2O[C@H](CO)[C@@H](O)[C@H]2F)c(=O)[nH]c1=O | -19%[57.4 µM] | ·
O=C(O)CNC(=O)c1ccccc1I | -12%[22.9 µM] | ·
COc1ccc(C=CC(=O)Nc2ccccc2C(=O)O)cc1OC | -2%[57.4 µM] | ·
CC(C)C[C@@H](C(=O)N[C@H](C(=O)OC1CCCC1)c1ccccc1)[C@H](O)C(=O)NO | -48%[57.4 µM] | ·
CCOC(=O)N1CCC(Nc2ccc(Cl)cc2N)CC1 | 11%[22.9 µM] | ·
COc1ccc(Cn2ccc3ccc(C(=O)NO)cc32)cc1 | ? | ·
O=C(Nc1ncc(SCCN2CCCC2)s1)[C@]1(c2ccc(S(=O)(=O)C3CC3)cc2)C[C@@H]1C1CCCCC1 | ? | ·
CCC(=O)N(C1CCOCC1)C1CCN(Cc2ccc(C)cc2C)CC1 | 13% | ·
CN(C)CC(=O)N1CCC(c2ccc(NC(=O)c3ncc(C#N)[nH]3)c(C3=CCCCC3)c2)CC1 | 26%[57.4 µM] | ·

smiles | ALOX12 inh | rTrxR1 inhibitor
CC=CC(=O)N(CC)c1ccccc1C | ? | ·
CC(CC(C#N)(c1ccccc1)C(C)C)N(C)C (stereo unspecified) | -12%[22.9 µM] | ·
Cc1ccc(C2=NC3(CCN(C(=O)c4cnccn4)CC3)ON2)cc1 | 17% | ·
O=c1[nH]cccc1-n1ccnc1-c1cccc(Cl)c1 | -3% | ·
O=C(Cc1ccc(-c2ccc(OCCN3CCOCC3)cc2)cn1)NCc1ccccc1 | -4%[57.4 µM] | ·
Cc1c(NC(=O)OC[C@@H]2COCCN2)cn2ncnc(Nc3ccc4c(cnn4Cc4cccc(F)c4)c3)c12 | -6%[57.4 µM] | ·
Cc1nc(NC(=O)N2CCC[C@@H]2C(N)=O)sc1-c1ccnc(C(C)(C)C(F)(F)F)c1 | 2%[57.4 µM] | ·
CCC1Nc2cc(Cl)c(S(N)(=O)=O)cc2S(=O)(=O)N1 (stereo unspecified) | -8%[22.9 µM] | ·
Oc1ccc(C=Cc2cc(O)cc(O)c2)cc1 | ? | ·
CCOC(=O)c1ccc(OCCN2C[C@H](O)[C@@H](O)[C@H](O)[C@H]2CO)cc1 | -19%[22.9 µM] | ·
CC1(C)O[C@@H]2C[C@@H]3[C@H]4C[C@@H](F)C5=CC(=O)C=C[C@]5(C)[C@@]4(F)[C@@H](O)C[C@]3(C)[C@]2(C(=O)CO)O1 | -1%[57.4 µM] | ·
CCn1c(C(=O)N(C2CC2)C2CC2)cc2c3c(ncn3C)c(Nc3cc(C)n(C)n3)nc21 | ? | ·
CN[C@H]1[C@@H](O)[C@@H]2O[C@@H]3O[C@H](C)CC(=O)[C@]3(O)O[C@@H]2[C@@H](NC)[C@H]1O | ? | ·
O=c1[nH]c2cc(C(F)(F)F)c(N3CCOCC3)cc2n(CP(=O)(O)O)c1=O | ? | ·
CNc1nc(Nc2ccc(C(=O)N3CCOCC3)cc2OC)ncc1Cl | ? | ·
Cc1nc(C(=O)NCC(=O)O)c(O)c2ccc(Oc3ccccc3)cc12 | ? | ·
O=C(NCc1csc(-c2ccccc2)n1)C1CCN(S(=O)(=O)c2ccc3c(c2)CCCC3)CC1 | 0% | ·
c1cc(OCCN2CCCCC2)cc(-c2n[nH]c3ccc(-c4ncn[nH]4)cc23)c1 | ? | ·
CCCCCCCCCCCCCCCC(=O)O[C@@H]1CC(C)=C(/C=C/C(C)=C/C=C/C(C)=C/C=C/C=C(C)/C=C/C=C(C)/C=C/C2=C(C)C[C@@H](OC(=O)CCCCCCCCCCCCCCC)CC2(C)C)C(C)(C)C1 | 4% | ·
Cc1c(C(=O)NCCO)[n+](=O)c2ccccc2n1[O-] | -7%[22.9 µM] | ·
Cc1cc(NS(=O)(=O)c2ccc(N)cc2)nc(C)n1 | -5%[22.9 µM] | ·
COCCCOc1cc(C[C@@H](C[C@H](N)[C@@H](O)C[C@H](C(=O)NCC(C)(C)C(N)=O)C(C)C)C(C)C)ccc1OC | ? | ·
CNC(=O)c1cnn(-c2nc(N)c3ncn([C@@H]4O[C@H](CO)[C@@H](O)[C@H]4O)c3n2)c1 | -6%[22.9 µM] | ·
COC(=O)C1=C(C)NC(C)=C(C(=O)OCCc2ccc(N3CCN(C(c4ccccc4)c4ccccc4)CC3)cc2)C1c1cccc([N+](=O)[O-])c1 (stereo unspecified) | -9%[22.9 µM] | ·
C/C(=C1\CCOC(=O)S1)N(C=O)Cc1cnc(C)nc1N | -8%[22.9 µM] | ·

smiles | ALOX12 inh | rTrxR1 inhibitor
CC1(C)O[C@H]2CC(=O)OC[C@]23[C@H]2CC[C@@]4(C)[C@H](c5ccoc5)OC(=O)[C@H]5O[C@]54[C@]2(C)C(=O)C[C@@H]13 | ? | ·
NC(=O)N[C@@H](CCC(=O)O)C(=O)O | -18% | ·
COc1cc(NS(=O)(=O)c2ccc(N)cc2)nc(C)n1 | -3%[22.9 µM] | ·
COc1ccc(-c2cc3c(C)nc(N)nc3n(C3CCC(OCCO)CC3)c2=O)cn1 (stereo unspecified) | -22%[57.4 µM] | ·
COc1cc(C(=O)OC(COCCC(C)C)CN2CCOCC2)cc(OC)c1OC (stereo unspecified) | -10%[22.9 µM] | ·
CCC[C@H](N[C@@H](C)C(=O)N1[C@@H]2CCCC[C@H]2C[C@H]1C(=O)O)C(=O)OCC | -25%[57.4 µM] | ·
CN(C)[C@@H](CCOc1cccc2ccccc12)c1ccccc1 | -3%[57.4 µM] | ·
CSc1cccc(Nc2ncc3cc(-c4c(Cl)cccc4Cl)c(=O)n(C)c3n2)c1 | -17%[57.4 µM] | ·
Cc1cccc(C=NNc2cc(N3CCOCC3)nc(OCCc3ccccn3)n2)c1 | -3%[57.4 µM] | ·
CCOC(=O)C(=O)CCc1ccccc1 | -10%[22.9 µM] | ·
Nc1ncnc2c1ncn2Cc1c(F)cccc1Cl | -6%[22.9 µM] | ·
COc1ccccc1-c1cccc(C(=O)O)c1 | 8%[12.5 µM] | ·
O=C1CCCCC(Cc2ccccc2)(C(=O)NCc2ccc(Cl)cc2)N1 (stereo unspecified) | -2% | ·
Nc1c(I)cc(I)c(C(=O)N(CCC(=O)O)c2ccccc2)c1I | -9%[22.9 µM] | ·
O=C(NC1CCN(c2cc(-c3ccc(Cl)cc3)[nH]n2)C1)c1ccncc1 (stereo unspecified) | 13% | ·
CCC(=O)N1CCC(C(=O)O)CC1 | 2% | ·
Cc1ccc(C(=O)Oc2ccc(C(O)CNC(C)(C)C)cc2OC(=O)c2ccc(C)cc2)cc1 (stereo unspecified) | ? | ·
C/C(=N\Nc1nnc(Cl)c2ccccc12)c1ccc([N+](=O)[O-])cc1 | 19% | ·
